From PubChem
APP 5'UTR act: APP 5'UTR luciferase reporter activation | SH-SY5Y APP 5'UTR luciferase reporter, luminescence; zero percent = DMSO vehicle wells | AID 1276 | activation, % at 2 µM | hit rate 1% among 190,000;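 active means activation above a set limit, based on mean plus 3 SD of controls, cut at about 140% in these data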; further: values of inactives mirror those of a sister screen read the other way
FLuc inhib CS: counter-screen for luciferase assay inhibitors: firefly luciferase inhibition; inhibition, % at 10 µM; hit rate 1.5% among 200,000; AID 1006; ATPLite firefly luciferase biochemical luminescence, 10 min;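 active means inhibition above about 50% when tested at 10 µM, limit read from the data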
Target sequence (P08659 whole entry, looked up): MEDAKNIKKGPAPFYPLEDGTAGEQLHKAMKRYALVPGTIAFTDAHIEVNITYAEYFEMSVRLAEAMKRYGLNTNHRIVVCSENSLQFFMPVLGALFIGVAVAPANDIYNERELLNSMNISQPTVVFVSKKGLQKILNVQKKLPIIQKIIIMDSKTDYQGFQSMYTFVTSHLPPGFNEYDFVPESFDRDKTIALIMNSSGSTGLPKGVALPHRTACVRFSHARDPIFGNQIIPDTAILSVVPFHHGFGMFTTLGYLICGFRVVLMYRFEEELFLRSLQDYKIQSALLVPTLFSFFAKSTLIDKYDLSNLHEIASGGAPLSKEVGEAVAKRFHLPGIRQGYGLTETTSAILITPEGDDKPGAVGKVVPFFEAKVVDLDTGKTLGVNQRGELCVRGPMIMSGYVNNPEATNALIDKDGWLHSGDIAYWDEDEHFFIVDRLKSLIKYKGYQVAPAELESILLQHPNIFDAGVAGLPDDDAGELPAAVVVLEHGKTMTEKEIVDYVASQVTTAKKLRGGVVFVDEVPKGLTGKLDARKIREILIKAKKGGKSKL
STAT1 activator: increases IFN-gamma driven STAT1 reporter signal; NIH 3T3 STAT1-luciferase reporter, luminescence; 100% = IFN-gamma alone, no compound; activation (% of control), % at 5.5 µM; hit rate 2.6% among 200,000; AID 932;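 active means activation above the screen-wide mean activation plus 3 SD, cut at about 130% in these data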;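 further: raw ratio to IFN-gamma control signal so 100% means no change and 0% no light; values of inactives mirror those of a sister screen read the other way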
NF-kB neuron act: raises NF-kB expression in human neuronal cells; hit rate 1.6% among 190,000; NF-kB reporter expression; stronger effect = higher value; fold change at 12.5 µM; AID 1239; in the data active means fold change above about 3.3
STAT3 activator: activators of IL-6 induced STAT3 signaling; U3A cells, IL-6 STAT3-luciferase reporter, luminescence; 100% = signal with IL-6 EC80 alone; activation (% of control), % at 5.6 µM; hit rate 0.91% among 190,000; AID 871;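 active means activation above the screen-wide mean of compound activation plus 3 SD, cut at about 130% in these data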;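 further: 0% = background luminescence of wells with medium and substrate only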
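Test system: human U3A cells carrying STAT3-luciferase construct; control set: IL-6-only wells as 100% reference; timing: compound pre-incubation 1 h before IL-6, then 6 h stimulation at 37 °C; also added: IL-6 stimulus at 33 ng/mL final; evaluation: % activation versus median of IL-6-stimulated wells; detection: reporter luminescence signal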
APP transl inh: APP translation inhibition; SH-SY5Y APP 5'UTR-luciferase reporter, luminescence; hit rate 0.82% among 190,000; AID 1285; inhibition, % at 2 µM;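 active means inhibition above a set limit, derived from the sample mean plus 3 SD, cut at about 45% in these data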; further: values of inactives mirror those of a sister screen read the other way
RAM inhibit: inhibitors of the yeast RAM network; S. cerevisiae dse1pr::URA3 reporter, 5-FOA growth OD615, 2 d; analog-sensitive cbk1-as2 kinase mutant strain; inhibition, % at 50 µM; hit rate 1.8% among 190,000; AID 868;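 active means inhibition above a set limit, 3 SD over mean compound inhibition, cut at about 8.4% in these data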;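 further: 0% = DMSO-only wells with no growth and 100% = 10 µM 1-NA-PP1 full growth; inhibition rescues growth on 5-FOA so higher OD means more RAM inhibition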
STAT1 inh: inhibitors of IFN-gamma induced STAT1 signaling; NIH 3T3 STAT1-luciferase reporter, luminescence; inhibition, % at 5.5 µM; hit rate 0.35% among 200,000;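 active means inhibition above a set limit, the mean inhibition across all tested compounds plus 3 SD, cut at about 34% in these data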;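 further: 0% = IFN-gamma with DMSO and 100% = IFN-gamma with 300 µM nifuroxazide; values of inactives mirror those of a sister screen read the other way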
STAT3 inh: inhibitors of IL-6 induced STAT3 signaling | hit rate 0.89% among 190,000 | AID 862 | U3A cells, IL-6 STAT3-luciferase reporter, luminescence; host cell line lacks STAT1 | inhibition, % at 5.5 µM;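 active means inhibition above the mean inhibition across all screened compounds plus 3 SD, cut at about 44% in these data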;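 further: 0% = DMSO only wells and 100% = 100 µM nifuroxazide control wells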
Hsp70 act: switches on Hsp70 transcription; activation, % at 10 µM; HeLa Hsp70 promoter luciferase reporter, luminescence; scaled: vehicle 0, proteasome-inhibitor control 100%; hit rate 0.04% among 200,000;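 active means activation above the mean across all tested compounds plus 3 SD, cutoff set per campaign, cut at about 5.5% in these data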;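 further: 100% = MG132 at 30 µM as the positive control and 0% = DMSO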
Active calls of the source: *.

What do the screens show for `COc1ccc(-c2c/c(=N\c3nc(-c4ccccc4)c(C)s3)c3ccccc3o2)cc1O`?
APP 5'UTR act: 1; FLuc inhib CS: -5; STAT1 activator: 101; NF-kB neuron act: 1.3; STAT3 activator: 101; APP transl inh: -1; RAM inhibit: 11*; STAT1 inh: -1; STAT3 inh: 3; Hsp70 act: 0.2

Results for Cc1cccc(NC(=S)N2CCOCC2)c1C ?
APP 5'UTR act: -7; FLuc inhib CS: -1; STAT1 activator: 94; NF-kB neuron act: 1; STAT3 activator: 100; APP transl inh: 7; RAM inhibit: 1.3; STAT1 inh: 7; STAT3 inh: 2; Hsp70 act: 0.3

What do the screens show for `Cc1coc(C)c1C(=O)CC1(O)C(=O)N(C)c2ccc(Cl)cc21` (stereo unspecified)?
APP 5'UTR act: 12; FLuc inhib CS: -3; STAT1 activator: 89; NF-kB neuron act: 1.2; STAT3 activator: 89; APP transl inh: -12; RAM inhibit: 0.9; STAT1 inh: 12; STAT3 inh: 21; Hsp70 act: -0.3

Results for O=C(O)c1cc(N/N=C/c2ccc(OCc3ccccc3)cc2)ccc1Cl ?
APP 5'UTR act: 104; FLuc inhib CS: 8; STAT1 activator: 134*; NF-kB neuron act: 2.6; STAT3 activator: 111; APP transl inh: -104; RAM inhibit: 0.8; STAT1 inh: -37; STAT3 inh: -11; Hsp70 act: 0.2

What do the screens show for `CCOC(=O)c1cnc2ccc(OC)cc2c1NCc1ccccc1`?
APP 5'UTR act: -17; FLuc inhib CS: -6; STAT1 activator: 94; NF-kB neuron act: 1.2; STAT3 activator: 97; APP transl inh: 18; RAM inhibit: -1.3; STAT1 inh: 6; STAT3 inh: 3; Hsp70 act: -0.1

Results for CCNc1nc(NCC)n2c(SCC(=O)c3ccc(C(C)C)cc3)nnc2n1 ?
APP 5'UTR act: -12; FLuc inhib CS: -4; STAT1 activator: 107; NF-kB neuron act: 1.3; STAT3 activator: 92; APP transl inh: 12; RAM inhibit: 2.4; STAT1 inh: -8; STAT3 inh: 13; Hsp70 act: -0.2

What do the screens show for `O=C(N/N=C/c1cccn1-c1ccc([N+](=O)[O-])cc1)C(O)c1ccccc1` (stereo unspecified)?
APP 5'UTR act: -4; FLuc inhib CS: -2; STAT1 activator: 104; NF-kB neuron act: 0.97; STAT3 activator: 102; APP transl inh: 4; RAM inhibit: -0.7; STAT1 inh: -5; STAT3 inh: 3; Hsp70 act: -0.1

What do the screens show for `c1ccc2c(-c3nn4nnnc4c4ccccc34)cccc2c1`?
APP 5'UTR act: -2; FLuc inhib CS: 2; STAT1 activator: 101; NF-kB neuron act: 1; STAT3 activator: 98; APP transl inh: 2; RAM inhibit: 3.1; STAT1 inh: -1; STAT3 inh: -1; Hsp70 act: 0.0

What do the screens show for `CC(C)NC(=O)c1ccc(Sc2ccccc2)c([N+](=O)[O-])c1`?
APP 5'UTR act: 16; FLuc inhib CS: 3; STAT1 activator: 94; NF-kB neuron act: 0.81; STAT3 activator: 106; APP transl inh: -16; RAM inhibit: 2.8; STAT1 inh: 6; STAT3 inh: -2; Hsp70 act: -0.3

What do the screens show for `O=C(O)C1CCCN1C(=O)Nc1ccc(Cl)cc1` (stereo unspecified)?
APP 5'UTR act: 2; FLuc inhib CS: -7; STAT1 activator: 99; NF-kB neuron act: 1.3; STAT3 activator: 99; APP transl inh: -2; RAM inhibit: 0.7; STAT1 inh: 1; STAT3 inh: 5; Hsp70 act: -0.5

How did CC(C)(C)C(=O)CN1C2=NCCN2c2ccccc21 do in these assays?
APP 5'UTR act: 17; FLuc inhib CS: -7; STAT1 activator: 99; NF-kB neuron act: 1.1; STAT3 activator: 96; APP transl inh: -18; RAM inhibit: 0.6; STAT1 inh: 0; STAT3 inh: 9; Hsp70 act: -0.3

How did COc1ccccc1NC(=O)CSc1nc2ccccc2n1C(C)=O do in these assays?
APP 5'UTR act: 12; FLuc inhib CS: 0; STAT1 activator: 103; NF-kB neuron act: 0.85; STAT3 activator: 81; APP transl inh: -12; RAM inhibit: 4.9; STAT1 inh: -4; STAT3 inh: 31; Hsp70 act: -0.3

What do the screens show for `Cc1nnc(-c2ccccc2)c[n+]1[O-]`?
APP 5'UTR act: -8; FLuc inhib CS: -7; STAT1 activator: 96; NF-kB neuron act: 0.99; STAT3 activator: 103; APP transl inh: 8; RAM inhibit: 0.7; STAT1 inh: 5; STAT3 inh: 5; Hsp70 act: -0.3

How did COc1c(S(=O)(=O)n2nc(C)cc2C)ccc(Cl)c1Cl do in these assays?
APP 5'UTR act: 1; FLuc inhib CS: 1; STAT1 activator: 92; NF-kB neuron act: 1.8; STAT3 activator: 95; APP transl inh: -1; RAM inhibit: 3.5; STAT1 inh: 9; STAT3 inh: 10; Hsp70 act: -0.3

Results for COc1ccc(NC(=O)c2cc(-c3cccs3)on2)cc1OC ?
APP 5'UTR act: 15; FLuc inhib CS: 0; STAT1 activator: 109; NF-kB neuron act: 1.5; STAT3 activator: 94; APP transl inh: -15; RAM inhibit: 4.4; STAT1 inh: -9; STAT3 inh: 11; Hsp70 act: 0.1

Results for O=C(NC(=S)NNS(=O)(=O)c1ccc(Cl)cc1)c1cccnc1 ?
APP 5'UTR act: -18; FLuc inhib CS: -3; STAT1 activator: 100; STAT3 activator: 99; APP transl inh: 18; RAM inhibit: 1.4; STAT1 inh: 1; STAT3 inh: 7; Hsp70 act: -0.2

What do the screens show for `O=C(O)c1cc(C(=O)O)cc(-c2ccc(/C=c3/sc4nc5ccccc5n4c3=O)o2)c1`?
APP 5'UTR act: 14; FLuc inhib CS: 4; STAT1 activator: 102; NF-kB neuron act: 1; STAT3 activator: 101; APP transl inh: -14; RAM inhibit: 0.4; STAT1 inh: -4; STAT3 inh: 2; Hsp70 act: -0.1

What do the screens show for `CC1CC/C(=N/Nc2ccccc2)C(=O)N1` (stereo unspecified)?
APP 5'UTR act: 18; FLuc inhib CS: 0; STAT1 activator: 106; NF-kB neuron act: 1; STAT3 activator: 96; APP transl inh: -18; RAM inhibit: 1.3; STAT1 inh: -7; STAT3 inh: 5; Hsp70 act: -0.3

How did Cc1ccc(/C=N/n2cnc3sc4c(c3c2=O)CCCC4)o1 do in these assays?
APP 5'UTR act: 7; FLuc inhib CS: -4; STAT1 activator: 105; NF-kB neuron act: 1.5; STAT3 activator: 91; APP transl inh: -7; RAM inhibit: 0.1; STAT1 inh: -6; STAT3 inh: 16; Hsp70 act: -0.2

Results for CCC(CC)=NNC(=O)c1ccccc1OCc1ccc(F)cc1 ?
APP 5'UTR act: 14; FLuc inhib CS: -7; STAT1 activator: 103; NF-kB neuron act: 1.4; STAT3 activator: 99; APP transl inh: -14; RAM inhibit: 0.9; STAT1 inh: -3; STAT3 inh: -4; Hsp70 act: -0.4

Results for O=C(c1cnn2c(C(F)(F)F)cc(-c3cccs3)nc12)N1CCOCC1 ?
APP 5'UTR act: 3; FLuc inhib CS: -2; STAT1 activator: 102; NF-kB neuron act: 0.94; STAT3 activator: 101; APP transl inh: -3; RAM inhibit: 3.7; STAT1 inh: -3; STAT3 inh: 1; Hsp70 act: -0.2

Results for CC(=O)Nc1ccc(NC(=O)CSCCc2ccccn2)cc1 ?
APP 5'UTR act: -20; FLuc inhib CS: 0; STAT1 activator: 105; NF-kB neuron act: 0.95; STAT3 activator: 102; APP transl inh: 20; RAM inhibit: 2.3; STAT1 inh: -6; STAT3 inh: 2; Hsp70 act: 0.1

Results for O=C1c2ccccc2-c2ccc(C(=O)N3CCOCC3)cc21 ?
APP 5'UTR act: 11; FLuc inhib CS: -2; STAT1 activator: 99; NF-kB neuron act: 1.5; STAT3 activator: 102; APP transl inh: -11; RAM inhibit: 2.5; STAT1 inh: 2; STAT3 inh: 3; Hsp70 act: -0.2

What do the screens show for `O=C(CCn1nnc(-c2cccs2)n1)N1CCc2ccccc2C1`?
APP 5'UTR act: 1; FLuc inhib CS: -4; STAT1 activator: 100; NF-kB neuron act: 1; STAT3 activator: 102; APP transl inh: -2; RAM inhibit: 2.3; STAT1 inh: 0; STAT3 inh: 0; Hsp70 act: 0.0

Results for Cc1ccc(S(=O)(=O)c2cc(N3CCOCC3)nc(-c3ccccc3)n2)cc1 ?
APP 5'UTR act: 11; FLuc inhib CS: -6; STAT1 activator: 105; NF-kB neuron act: 1.1; STAT3 activator: 113; APP transl inh: -11; RAM inhibit: 1.9; STAT1 inh: -6; STAT3 inh: -7; Hsp70 act: -0.1

What do the screens show for `O=C(NC1CC1)C1CCN(C2CCN(C(=O)/C=C/c3ccc(F)cc3)CC2)CC1`?
APP 5'UTR act: 9; FLuc inhib CS: -3; STAT1 activator: 96; STAT3 activator: 96; APP transl inh: -9; RAM inhibit: 0.1; STAT1 inh: 2; STAT3 inh: 10; Hsp70 act: -0.2

How did Cc1ccsc1/C=N/NC(=O)c1cc(-c2ccncc2)nc2ccccc12 do in these assays?
APP 5'UTR act: -94; FLuc inhib CS: -1; STAT1 activator: 107; NF-kB neuron act: 1.8; STAT3 activator: 129; APP transl inh: 94*; RAM inhibit: 1.4; STAT1 inh: -9; STAT3 inh: -33; Hsp70 act: 0.1

How did C=CCn1c(-c2ccccc2)cc(SC)c(C#N)c1=O do in these assays?
APP 5'UTR act: 16; FLuc inhib CS: -1; STAT1 activator: 107; NF-kB neuron act: 1.1; STAT3 activator: 92; APP transl inh: -16; RAM inhibit: 7.2; STAT1 inh: -8; STAT3 inh: 12; Hsp70 act: -0.1

What do the screens show for `COC(=O)c1ccc(NC(=O)CO/N=C2\CCCc3nonc32)cc1`?
APP 5'UTR act: -11; FLuc inhib CS: -2; STAT1 activator: 99; NF-kB neuron act: 1; STAT3 activator: 97; APP transl inh: 11; RAM inhibit: 2.0; STAT1 inh: -1; STAT3 inh: 6; Hsp70 act: -0.2

Results for Fc1ccc(CNCc2ccccc2Cl)cc1 ?
APP 5'UTR act: 4; FLuc inhib CS: -10; STAT1 activator: 93; NF-kB neuron act: 1.2; STAT3 activator: 92; APP transl inh: -4; RAM inhibit: 4.6; STAT1 inh: 9; STAT3 inh: 14; Hsp70 act: -0.2

Results for COc1ccc(N(C(C)=O)S(=O)(=O)c2cccs2)cc1 ?
APP 5'UTR act: 1; FLuc inhib CS: -6; STAT1 activator: 102; NF-kB neuron act: 1.1; STAT3 activator: 104; APP transl inh: -1; RAM inhibit: -0.3; STAT1 inh: -2; STAT3 inh: -2; Hsp70 act: -0.2

Results for CCOC(=O)CSc1nc(N)c(C(=O)Nc2ccc(N(C)C)cc2)s1 ?
APP 5'UTR act: -3; FLuc inhib CS: 21; STAT1 activator: 94; NF-kB neuron act: 0.99; STAT3 activator: 93; APP transl inh: 3; RAM inhibit: 0.9; STAT1 inh: 7; STAT3 inh: 15; Hsp70 act: 0.1

What do the screens show for `CCSc1nnc(-c2ccc(OC)cc2)o1`?
APP 5'UTR act: 87; FLuc inhib CS: 29; STAT1 activator: 128; NF-kB neuron act: 2.4; STAT3 activator: 82; APP transl inh: -87; RAM inhibit: -0.1; STAT1 inh: -31; STAT3 inh: 24; Hsp70 act: 0.9
